All columns: NCI-60 one-dose screen, growth in % after 48 h at 10 µM unless noted; 100 = growth as untreated, 0 = no growth, -100 = all killed.
IGROV1: IGROV1 ovarian cancer; 79,000 tested, 4.7% active; AID 1794786
CAKI-1: CAKI-1 renal cancer | 75,000 tested, 4.7% active | AID 1794772
UO-31: UO-31 renal cancer; 81,000 tested, 5.2% active
TK-10: TK-10 renal cancer cells; AID 1794769; 81,000 tested, 3.9% active
ACHN: ACHN renal cancer; 81,000 tested, 4.9% active; AID 1794771
NCI/ADR-RES: NCI/ADR-RES ovarian cells. 81,000 tested, 4.4% active
SN12C: SN12C renal cancer cells; 81,000 tested, 3.8% active; AID 1794767
786-0: 786-0 renal cancer cells; AID 1794775; 81,000 tested, 5.1% active
* hit, by the source's call; . = not tested or not shown; & = joins results of further samples. The calls were made as follows: active = growth percent below 10; inactive = the rest.

molecule,NCI/ADR-RES,786-0,UO-31,CAKI-1,IGROV1,SN12C,ACHN,TK-10
Cc1ccc(-c2nn(Cc3cn(CC(=O)Nc4cc(C)nc5ccccc45)nn3)c3ncnc(N)c23)cc1,101,96,82,93,100,91,95,104
Oc1ccc(F)c2cccnc12,98,102,92,91,118,99,100,114
COCCNC(=O)c1cccc(NC(=O)c2ccco2)c1,100,102,92,95,102,100,104,100
NS(=O)(=O)c1ccc(NC(=O)CSc2nc3ccccc3c(=O)n2-c2ccc(S(=O)(=O)Nc3ccc(Cl)nn3)cc2)cc1,106,108,90,88,102,96,100,102
CCCCC/C=C\C/C=C/CCCCCCCC1=NC(C)(CO)CO1 (configuration not stated),86,88,84,85,102,97,113,99
COc1cccc(C2C(C#N)=C(N)Oc3cc4c(cc32)OCO4)c1 (configuration not stated),5.8*,30,39,52,22,24,29,80
COc1cc2ccc(CC#N)cc2cc1OC,100,105,82,96,113,106,104,101
Clc1ccc(-c2ccc(-c3ccc(/C=N/NC4=NCCN4)cc3)s2)nc1,94,89,49,65,93,82,105,118
Cc1cc(C)n2[nH]c(=O)cc2n1,101,108,89,88,110,101,107,107
Nc1ccc(-c2nnc3n2N=CC(c2ccc(Cl)cc2)S3)cc1 (configuration not stated),88,96,70,99,97,94,90,105
C[C@@]1(O)c2ccccc2N2C(=O)C(=O)N3[C@H](c4cccnc4)[C@]45C[C@@H]1[C@]23C=C4CC(=O)N5,100,101,84,97,101,99,105,104
O=C(NN1C(=O)/C(=C/c2cccs2)SC1=S)c1ccc(O)cc1,100,95,79,99,99,98,104,106

Ten structures from above, ordered by heavy-atom count, low to high.
molecule,NCI/ADR-RES,786-0,UO-31,CAKI-1,IGROV1,SN12C,ACHN,TK-10
Oc1ccc(F)c2cccnc12,98,102,92,91,118,99,100,114
COc1cc2ccc(CC#N)cc2cc1OC,100,105,82,96,113,106,104,101
COCCNC(=O)c1cccc(NC(=O)c2ccco2)c1,100,102,92,95,102,100,104,100
Nc1ccc(-c2nnc3n2N=CC(c2ccc(Cl)cc2)S3)cc1 (configuration not stated),88,96,70,99,97,94,90,105
COc1cccc(C2C(C#N)=C(N)Oc3cc4c(cc32)OCO4)c1 (configuration not stated),5.8*,30,39,52,22,24,29,80
CCCCC/C=C\C/C=C/CCCCCCCC1=NC(C)(CO)CO1 (configuration not stated),86,88,84,85,102,97,113,99
Clc1ccc(-c2ccc(-c3ccc(/C=N/NC4=NCCN4)cc3)s2)nc1,94,89,49,65,93,82,105,118
C[C@@]1(O)c2ccccc2N2C(=O)C(=O)N3[C@H](c4cccnc4)[C@]45C[C@@H]1[C@]23C=C4CC(=O)N5,100,101,84,97,101,99,105,104
Cc1ccc(-c2nn(Cc3cn(CC(=O)Nc4cc(C)nc5ccccc45)nn3)c3ncnc(N)c23)cc1,101,96,82,93,100,91,95,104
NS(=O)(=O)c1ccc(NC(=O)CSc2nc3ccccc3c(=O)n2-c2ccc(S(=O)(=O)Nc3ccc(Cl)nn3)cc2)cc1,106,108,90,88,102,96,100,102

Other structures follow.
molecule,NCI/ADR-RES,786-0,UO-31,CAKI-1,IGROV1,SN12C,ACHN,TK-10
COC(=O)[C@@H](OC(=O)NS(=O)(=O)N(c1ccc(F)cc1)C1CCN(C(=O)OC(C)(C)C)CC1)C(C)C,98,92,86,.,90,101,102,94
Cc1cc(C)c2c(c1)N1C=NNC(=O)C1CC(O)C2 (configuration not stated),107,100,92,107,102,102,104,.
O=C(CN1C(=O)/C(=C\c2ccccc2)SC1=S)Nc1ncc(Cc2ccc(Cl)cc2)s1,101,100,79,92,101,96,99,95
N#CC1(N)c2ccccc2-c2ccccc21,102,105,82,99,103,108,114,95
COc1cccc(C(O)C2=CC(=O)c3ccccc3C2=O)c1OC (configuration not stated),103,103,68,.,87,83,88,130
CC(=O)OC[C@@]1(C)C2CC[C@]3(C)C(CC=C4C5CC(C)(C)CC[C@]5(C(=O)Nc5ccc(F)cc5)CC[C@]43C)[C@@]2(C)C[C@@H](OC(C)=O)[C@@H]1OC(C)=O (some centres not stated),41,59,39,45,52,.,39,57
COc1ccc(-c2c3c(nc4n[nH]c(-c5ccc(Cl)cc5)c24)-c2ccccc2C(=O)C3=O)cc1,-3.6*,7.6*,0.6*,47,.,12,11,-29*
C=CCOC(=O)C1=C(C)NC2=C(C(=O)CC(C)(C)C2)C1c1ccc(C)cc1 (configuration not stated),102,98,87,88,101,107,100,103
CC(=O)C1=C(C)NC(SCC(=O)Nc2ccc(S(N)(=O)=O)cc2)=NC1c1ccccc1 (configuration not stated),98,104,87,97,108,111,105,110
C=CCn1c(-c2nc3ccc(C(=C(C#N)C#N)c4ccccc4)cc3[nH]2)cc2cc(-c3ccc(C(C)=O)cc3)ccc21,99,93,69,72,80,91,82,145
COc1ccc(C(=O)N2NC(=O)/C(=C/c3cn(-c4ccccc4)nc3-c3ccccc3)N=C2c2ccccc2)cc1,106,93,94,96,99,95,106,103
O=C(CSc1nc2ccccc2c(=O)n1-c1ccccc1)N/N=C/c1ccc(N2CCCCC2)cc1,96,97,77,78,92,99,98,115
COC(=O)[C@@H]1CCCC[C@@H]1C(=O)O,102,96,79,96,98,104,94,99
O=[N+]([O-])c1ccc(Nc2ccccc2)nc1,95,98,78,90,93,91,103,108
O=C1NN=C2CCCCCCC12 (configuration not stated),105,111,85,107,109,112,88,106
CN(C)c1ccc(/C=C2\C(=O)Nc3c2ccc(Cl)c3Cl)cc1,106,106,96,98,65,103,106,130
CCN1C(=O)N(CC)C2C1NN=c1s/c(=C\C(=O)O)c(=O)n12 (configuration not stated),103,100,87,96,104,98,102,92
O=C(NC(=S)Nc1ccc(S(=O)(=O)c2ccc(NC(=S)NC(=O)c3ccccc3)cc2)cc1)c1ccccc1,102,111,86,87,90,92,99,104
CCCCCCCCCCCCCC(=O)Sc1ccccc1C(=S)S,106,100,83,.,95,101,103,120
CC1=NC(=O)C(C)(c2ccccc2)N1CCc1ccccc1 (configuration not stated),96,99,78,95,90,98,93,92
Cc1nonc1C(=O)C1[C@H]2[C@@H]1C(=O)O[C@@H]2CO (some centres not stated),104,108,91,98,132,99,103,105
OC(CN(Cc1ccccc1)Cc1ccccc1)c1ccccc1 (configuration not stated),94&105,107&86,91&77,103&86,130&85,96&89,96&96,116&98
CN1C(=O)C2(C(C#N)=C(c3ccccc3)Nc3c2c(-c2ccccc2)nn3-c2ccccc2)c2ccccc21 (configuration not stated),81,95,69,83,101,77,92,91
CN(C)CC(=O)NNc1ncnc2ccccc12,107,102,90,93,106,106,108,.
CC(C)(C)NC(=O)NC(=O)CN1C(=O)NC(C)(c2ccc(Cl)cc2Cl)C1=O (configuration not stated),109,63,63,86,.,89,98,112
COc1ccc(Nc2nc(/N=C/C3=CN=CC3)n[nH]2)cc1,100,102,86,93,104,104,100,107
Cc1ccc(CN(C)Cc2nc3c(Br)cc(Br)cc3c(=O)[nH]2)cc1,94,94,77,103,.,106,102,127
S=C(N=Nc1ccccc1)NNc1ccccc1,111,108,76,93,111,97,94,94
CC(=O)O[C@H]1[C@@H]2OC(=O)C(CSc3ccccc3)[C@@H]2C[C@H]2O[C@]2(C)CC/C=C(\C)CCC[C@@H]1C (some centres not stated),30,61,12,2.9*,.,32,34,-6.0*
COc1ccc(C[n+]2cc([O-])on2)cc1,98,104,82,87,101,101,105,151
COc1ccc(-c2onc(NC(C)=O)c2-c2cc(OC)c(OC)c(OC)c2)cc1,107,101,82,98,97,99,105,96
CC(=O)/C(N=Nc1ccc(N=N/C(C(C)=O)=C(\C)O)cc1)=C(\C)O,89,109,70,90,97,95,104,114
CC(C)(C)OC(=O)N1CCN(c2nc3ccccc3c3c(=O)c4cc(F)ccc4sc23)CC1,102,96,75,86,89,98,92,105
Cc1ccc(S(=O)(=O)Nc2ccc(-[n+]3ccc(-c4cccc(C)c4)o3)cc2)cc1,93,107,89,69,105,93,96,130
CC1=C(CCN2CCOCC2)C(=O)N2N=C(c3ccc(Cl)cc3)SC2N1 (configuration not stated),99,102,78,93,101,111,102,118
CCCCC(CC)CCC(OC(=O)CSC#N)C(C)CC (configuration not stated),112,101,90,90,109,100,106,120
O=c1n(CCCCn2cnn(-c3ccccc3)c2=O)cnn1-c1ccccc1,89,100,73,88,105,98,98,116
CC(C)(C)[Si](O[C@@H]1C(=O)N[C@@H]1/C=C/c1ccccc1)(c1ccccc1)c1ccccc1,78,80,76,72,85,84,98,91
FC(F)(F)c1ccc(Nc2nnc(-c3ccccc3Cl)o2)cc1,103,103,84,80,72,108,93,121
CN=C(NC#N)NCCSCc1nc[nH]c1C,104,94,84,86,106,98,.,119
CCOC(=O)CCN1CCN(c2cccc(C)c2)CC1,98,99,80,97,117,94,101,97
NC(=Nc1ccccc1)c1ccc2[nH]c3c(c2c1)CCCC3,92,89,58,87,91,89,96,93
O=C1/C(=C/c2ccc(Cl)cc2)N=C2Sc3cc(Cl)ccc3C(=O)N12,109,92,95,79,122,95,100,103
ClCCOCCSC1=NCCN1,106,104,93,.,111,103,110,94
COC1=C(Nc2cccc(C)c2C)C(=O)C(OC)=C(Nc2cccc(C)c2C)C1=O,103,101,79,92,95,108,96,107
O=S(=O)(NCCCNc1nccc(-c2[nH]c(-c3ccccc3)nc2-c2ccc(F)c(O)c2)n1)c1ccc(F)cc1,95,105,126,89,107,97,87,144
CCCCCCCCCCCCCCCCC(Oc1ccc(Cl)cc1Cl)C(=O)O (configuration not stated),99,106,90,91,101,96,98,97
O=c1[nH][nH]c(=O)c2ccccc12,102,99,93,94,.,103,126,100
Cc1ccc(C)c(NC2=C(Cl)C(=O)c3nc(C)ccc3C2=O)c1,-6.9*,4.7*,-81*,57,-67*,-82*,-96*,147
COc1cc(C2NC(=O)NC(C)=C2C(=O)c2cnccn2)cc(OC)c1OC (configuration not stated),100,100,79,88,105,97,98,108
O=C(NCCc1ccccc1)c1ccccc1O,116,100,94,95,114,99,107,85
Cn1ccc2cc(NC(=O)Cn3cc(-c4ccccc4)nn3)ccc21,103,108,88,97,106,102,103,109
CCN(CC)CCCC(C)N(Cc1ccccc1)CC(O)c1ccc(Br)cc1 (configuration not stated),104,101,92,97,110,105,108,107
CC12CCc3c(ccc4cc(O)ccc34)C1CCC2=O (configuration not stated),95,103,88,86,112,93,100,99
CC(C)(C)OC(=O)n1cc(-c2nc(-c3c[nH]c4c(Cl)nccc34)cs2)c2cc(Br)ccc21,76,83,78,93,104,89,102,133
N=NC(=O)c1ccccc1Nc1c(O)[nH]c2ccccc12,91,99,58,92,85,96,99,94
COc1ccccc1CNc1nc(N)nc2[nH]c3ccc(O)cc3c12,83,83,60,80,51,55,68,69
COc1cc2ncnc(Sc3nnc(NC(=O)c4ccccc4F)s3)c2cc1OC,96,95,67,83,90,69,77,93
CCCCN(CCCC)CC(O)c1cc2ccc(C(F)(F)F)cc2c2cc(C(F)(F)F)ccc12 (configuration not stated),85,76,53,79,92,82,66,100
Cc1nc2cc(Nc3nc(Nc4ccc(F)cc4)nc(Nc4ncccn4)n3)ccc2n1Cc1ccccc1,89,100,73,101,76,92,98,124

Later entries.
molecule,NCI/ADR-RES,786-0,UO-31,CAKI-1,IGROV1,SN12C,ACHN,TK-10
C[C@]12CCC(=O)C=C1CCC1C2[C@@H](O)C[C@@]2(C)C1CC[C@]2(O)C(=O)CO (some centres not stated),91,107,77,93,92,62,91,98
O=C1c2cccc3c(N4CCN(c5ccccc5)CC4)ccc(c23)C(=O)N1c1cccc(-c2nn(-c3ccccc3)cc2-c2nc3ccccc3s2)c1,98,102,68,83,74,103,95,129
O=C1Nc2cccc3cccc(c23)NC1=O,103,106,76,96,81,101,100,.
O=C(Cn1cc(CN2CCN(c3ccnc4cc(Cl)ccc34)CC2)nn1)Nc1ccccc1,112,99,69,89,95,97,84,103
O=C(N/N=C/c1ccc(Br)cc1)c1ccc(Cc2n[nH]c(=O)c3cccnc23)cc1,101,105,76,98,106,99,103,107
NC(c1ccccc1)S(=O)(=O)O (configuration not stated),105,101,79,100,.,108,93,.
CC(C)N(CCOc1ccc(-c2nc3sccn3c2-c2ccnc(S(C)(=O)=O)n2)cc1)C(C)C,89,78,70,84,96,88,101,.
Cc1ccc(-c2nc3nc(-c4ccccc4)nc(N4CCCN(S(=O)(=O)c5ccccc5)CC4)c3o2)cc1,102,96,79,82,95,92,86,90
O=C1NC(=O)C2(CCCCC2)N1,106,116,82,96,102,110,103,105
COC(=O)CC1OC(C)C23OC2(C(=O)c2c(C4CCC(C(C)O)N4C)ccc(O)c2C3O)C1O (configuration not stated),102,101,94,105,105,93,105,98
COc1ccc(Sc2nc(NC3CC3)nc(Sc3ccc(OC)cc3)n2)cc1,61,99,81,86,99,89,95,120
CC(=O)c1c(O)c(C)c(O)c2c1OC1=CC(=O)C(C(C)=O)C(=O)C12C (configuration not stated),63,70,59,74,70,143,89,103
Cn1c(-c2ccccc2)cc(=O)cc1-c1ccccc1,82,106,79,84,88,93,0.2*,92
COc1cc(-c2cc(-c3ccc(Nc4nc(Nc5ccc(Cl)cc5)nc(Nc5ccc(Cl)cc5)n4)cc3)no2)cc(OC)c1OC,80,73,62,75,71,106,79,108

Two of the compounds above, with two lines to a compound.
Values run as follows: NCI/ADR-RES, 786-0, UO-31, CAKI-1, IGROV1, SN12C, ACHN, TK-10
O=C1NC(=O)C2(CCCCC2)N1
→ 106, 116, 82, 96, 102, 110, 103, 105
COC(=O)CC1OC(C)C23OC2(C(=O)c2c(C4CCC(C(C)O)N4C)ccc(O)c2C3O)C1O (configuration not stated)
→ 102, 101, 94, 105, 105, 93, 105, 98

No enrichment for hits; 9.3% or so of the library scored in one or more.
